Bioassay records (PubChem)
G9a inh: qHTS Assay for Inhibitors of Histone Lysine Methyltransferase G9a. G9a H3K9 monomethylation, AlphaScreen, 2 h. AID 504332, 2011. 350,000 compounds, 8.8% hits. Potency, µM (doses to about 102 µM), inactives show top-dose activity, negative = inhibition, most hits filed as inhibitors. Histone-lysine N-methyltransferase EHMT2 (Homo sapiens), Q96KQ7; further: potency means the concentration at half of the fitted maximal effect; on the % scale 0 is the no-effect control and ±100 the full control effect; nearly all actives have a fitted effect of over 75% in size
Target sequence (Q96KQ7 913-1193 limits assumed): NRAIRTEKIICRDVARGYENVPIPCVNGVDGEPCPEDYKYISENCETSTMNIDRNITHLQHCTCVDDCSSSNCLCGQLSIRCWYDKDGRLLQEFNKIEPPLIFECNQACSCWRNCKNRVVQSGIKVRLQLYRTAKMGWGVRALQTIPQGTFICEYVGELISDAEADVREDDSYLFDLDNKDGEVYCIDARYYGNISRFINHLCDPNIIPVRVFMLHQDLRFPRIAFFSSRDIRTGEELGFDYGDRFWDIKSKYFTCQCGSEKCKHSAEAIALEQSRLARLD
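Enzyme 20 nM + cpd, 15 min RT; add b-H3K9 pep 500 nM / SAM 20 uM; 2 h RT; anti-H3K9me1 Ab 0.5 ug/mL + SA donor / anti-rabbit acceptor beads 20 ug/mL each, 10 min; AlphaScreen read.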
PI4K2A inh: qHTS for small molecular inhibitors of PI4K2A; Phosphatidylinositol 4-kinase type 2-alpha (Homo sapiens), Q9BTU6; purified PI4K2A, ADP-Glo luminescence, 1 h; active compounds read low; activity change, negative = inhibition, % at 76.9 µM; 420,000 compounds, 0.13% hits; in the data active means activity change below about -50%; inconclusive means mostly about -30% to -49%;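 further: -100% = wells without enzyme as full effect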
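ADP-Glo luminescence measured ADP generated by PI4K2A enzyme (4 ug/mL before mixing) with 1.2 mM PI substrate (pre-mix) and 300 microM ATP (pre-mix). Tris pH7.5 buffer with MgCl2, Triton X-100; 1 h reaction at ambient temperature.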
BAZ2B inh: qHTS Assay for Inhibitors of BAZ2B; Bromodomain adjacent to zinc finger domain protein 2B (Homo sapiens), Q9UIF8; AlphaScreen BAZ2B-H3K14Ac peptide displacement; Potency, µM (highest dose often 114 µM), for inactives: at the top dose activity change, negative = inhibition, most hits filed as inhibitors; 360,000 compounds, 4.4% hits; further: potency means the concentration at half of the fitted maximal effect; on the % scale 0 is the no-effect control and ±100 the full control effect; nearly all actives have a fitted effect of over 60% in size
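Inhibition is scored as reduced AlphaScreen emission. The BAZ2B/b-H3(5-23)K14Ac complex (50 nM each) in PBS pH 7.4, 0.01% Tween-20 meets compound (up to 110 uM) for 30 min at RT before bead addition.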
PGK inhibitor: qHTS Assay to Find Inhibitors of Phosphoglycerate Kinase; Phosphoglycerate kinase, glycosomal (Trypanosoma brucei brucei), P07378; PGK/GAPDH coupled, Kinase-Glo luminescence, 60 min; Potency, µM (series often up to 57.5 µM), for the others: at the top dose activity change, negative = inhibition, most hits filed as inhibitors; 380,000 compounds, 0.043% hits; AID 602233, 2012; further: potency means the concentration at half of the fitted maximal effect; on the % scale 0 is the no-effect control and ±100 the full control effect; nearly all actives have a fitted effect of over 60% in size
Target sequence (P07378 whole entry, looked up): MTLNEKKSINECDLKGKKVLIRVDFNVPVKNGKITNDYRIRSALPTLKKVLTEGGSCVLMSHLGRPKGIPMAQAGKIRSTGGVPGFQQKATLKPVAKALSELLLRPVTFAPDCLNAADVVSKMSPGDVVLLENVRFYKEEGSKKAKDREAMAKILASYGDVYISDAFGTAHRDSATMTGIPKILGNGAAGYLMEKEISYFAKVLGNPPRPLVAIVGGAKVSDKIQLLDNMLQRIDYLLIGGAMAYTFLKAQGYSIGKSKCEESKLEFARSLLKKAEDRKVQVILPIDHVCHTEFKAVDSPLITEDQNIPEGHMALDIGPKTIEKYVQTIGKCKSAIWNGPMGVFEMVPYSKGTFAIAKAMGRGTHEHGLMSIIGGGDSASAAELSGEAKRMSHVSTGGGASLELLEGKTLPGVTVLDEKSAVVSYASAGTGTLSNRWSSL
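Luminescent ATP detection (Kinase-Glo Plus) follows a 60-minute room-temperature incubation, with wells lacking PGK as controls. Buffer: 100 mM TEA (pH 7.6), 5 mM MgCl2, 0.01% Tween-20. Coupling enzyme GAPDH (100 nM final) supplies unstable 1,3-BPG in-well.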
GLS inh: qHTS for Inhibitors of Glutaminase (GLS) | Glutaminase kidney isoform, mitochondrial (Homo sapiens), O94925 | Potency, µM (doses to about 45.5 µM), inactives show at the highest dose activity change, negative = inhibition, actives largely listed as inhibitors | GLS enzymatic activity, qHTS titration | 410,000 compounds, 0.21% hits; further: potency means the concentration at half of the fitted maximal effect; on the % scale 0 is the no-effect control and ±100 the full control effect
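Coupled fluorescence readout: glutamate oxidase/HRP/Amplex Red detect glutamate formed by hKGA from L-glutamine (1 mM solution added). Buffer 45 mM KH2PO4 pH 8.2, 0.02% Tween-20; reads at t0 and 30 min RT.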
HP1b binding inh: HTS for Inhibitors of HP1-beta Chromodomain Interactions with Methylated Histone Tails | AID 540317, 2011 | 390,000 compounds, 0.56% hits | AlphaScreen HP1-beta / biotin-H3K9me3 peptide binding | Chromobox protein homolog 1 (Homo sapiens), P83916 | Potency, µM (doses to about 114 µM), inactives show at the highest dose activity change, negative = inhibition, actives largely listed as inhibitors; further: potency means the concentration at half of the fitted maximal effect; nearly all actives have a fitted effect of over 70% in size; inactives centre near 23
Target sequence (P83916 whole entry, looked up): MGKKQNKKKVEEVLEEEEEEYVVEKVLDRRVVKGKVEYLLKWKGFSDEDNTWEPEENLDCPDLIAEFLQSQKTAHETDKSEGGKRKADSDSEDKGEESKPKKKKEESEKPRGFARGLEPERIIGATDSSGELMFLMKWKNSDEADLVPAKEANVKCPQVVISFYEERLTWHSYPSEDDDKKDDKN
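Compound inhibition of the preformed complex between 50 nM HP1-beta and 50 nM biotinylated H3K9me3 peptide was read by AlphaScreen. Buffer was PBS pH 7.4 with 0.01% Tween-20. Incubations ran 30 min at room temperature, with 10 ug/mL donor/acceptor beads.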
JMJD2A Tudor: qHTS Assay for Inhibitors of JMJD2A-Tudor Domain; Potency, µM (highest dose often 114 µM), inactives show top-dose activity change, negative = inhibition, most hits filed as inhibitors; AlphaScreen JMJD2A-Tudor / H3K4me3 peptide binding; AID 504339, 2011; 390,000 compounds, 4.4% hits; further: potency means the concentration at half of the fitted maximal effect; on the % scale 0 is the no-effect control and ±100 the full control effect; nearly all actives have a fitted effect of over 50% in size
Pin1 inh: qHTS Assay to Find Inhibitors of Pin1 | Pin1 FP peptide displacement, HiFluor488, 10 min | Potency, µM (titrated, usually from 115 µM), inactives show at the highest dose activity, negative = inhibition, hits mostly inhibitors | 390,000 compounds, 0.009% hits | AID 504891, 2011; active means well fitted inhibition curve with a large enough effect in the polarisation, with a control signal flat, not every such curve was filed as active; inconclusive means small, poorly fitted or top-dose-only effect, or effect the other way, or a change in a side signal; inactive means no such curve, though single readings can be large or run the other way; the % refers to the polarisation; further: potency means the concentration at half of the fitted maximal effect; on the % scale 0 is the no-effect control and ±100 the full control effect
Target sequence (Q13526 whole entry, looked up): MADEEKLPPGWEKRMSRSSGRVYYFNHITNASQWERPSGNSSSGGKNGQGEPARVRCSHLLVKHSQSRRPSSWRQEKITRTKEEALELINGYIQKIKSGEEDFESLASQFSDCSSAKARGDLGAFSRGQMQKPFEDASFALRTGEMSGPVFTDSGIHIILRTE
ERG-DNA inh: qHTS for Small Molecule Inhibitors of the ERG Ets/DNA interaction. fluorescence polarization, His-ERG Ets domain / labelled DNA. AID 624246, 2012. Transcriptional regulator ERG (Homo sapiens), P11308. Potency, µM (series often up to 76.9 µM), for inactives: at the highest dose FP activity, negative = inhibition, most hits filed as inhibitors. 370,000 compounds, 0.028% hits; active means well fitted inhibition curve with a large enough effect in the polarisation, with a control signal flat; inconclusive means small, poorly fitted or top-dose-only effect, or effect the other way, or a change in a side signal; inactive means no such curve, though single readings can be large or run the other way; the % refers to the polarisation;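 further: polarization taken with two DNA probes labelled with fluorescein and Texas red; potency means the concentration at half of the fitted maximal effect; % of control where 0% means no effect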
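His-tagged ERG Ets domain (1 uM in the protein solution; 300mM KCl, 50mM Tris-HCl, 1mM EDTA, 1mM DTT, pH 7.5) received compound, then a probe mix of 5 nM fluorescein-DNA and 100nM Texas-615-DNA. Fluorescence polarization was read for both dyes.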
An asterisk follows results filed as active; i = inactive; ? = inconclusive; . = no result given; [ ] = remark or other dose. Unless noted, the call rests on the fitted dose curve; in most records, active means well fitted curve in the direction sought with a large enough effect; inconclusive means small, poorly fitted or top-dose-only effect, or another doubt; inactive means no such curve, though single readings can be large; an effect the other way counts as inactive or inconclusive.

Values run as follows: G9a inh	PI4K2A inh	BAZ2B inh	PGK inhibitor	GLS inh	HP1b binding inh	JMJD2A Tudor	Pin1 inh	ERG-DNA inh
CN(C)S(=O)(=O)N1CCN(C(=O)N2CCCCCC2)CC1
    10.5%	0.4	7.7%	-7.8%	-0.5%	40.7%[activator]	-2.9%	3.6%	6.3%
NC(=O)CC(NC(=O)Cc1cccc2ccccc12)c1ccc(NCCOc2ccccc2)c([N+](=O)[O-])c1 (centres undefined)
    -18.6%[12.7 µM]	-13.3	-36.4%	-2.3%	3.7%	19.1%	-26.1%	?	12.3%
CCc1cc2c(SCC(=O)Nc3ccc(NC(C)=O)cc3)ncnc2s1
    9.2%[12.7 µM]	4.3	3.5%	-6.7%	-0.2%	39.9%[activator]	5.1%	29.4%	11.9%
CCCCC1=NN2CCS(=O)(=O)N=C2S1
    0.7%	0.0	.	12.2%	4.1%	8.8%	-2.1%	1.5%	12.0%
CCCC(=O)NCCc1cc2c(C)ccc(C)c2[nH]c1=O
    -44.3%	6.1	1.9%	i	-18.7%	21.6%	-20.0%	-0.9%	-5.9%
Cc1cccc(N2CCN(C(=O)Cn3ncc4c3-c3ccccc3OC4)CC2)c1C
    ?	1.1	-21.9%	-9.2%	-6.0%	10.8%	-29.5%	0.1%	4.5%
COc1ccc(N2CCN(C3CCCN(Cc4cccc(C(C)=O)c4)C3)CC2)cc1 (centres undefined)
    14.1%	4.2	-29.8%	i	29.9%	-18.0%	-29.8%	0.8%	-3.1%
O=C(COc1ccccc1F)NC1CC(=O)N(c2ccc3c(c2)OCCO3)C1 (centres undefined)
    -4.4%[59 µM]	1.8	4.3%	i	-8.3%	20.0%	2.3%	1.8%	7.0%
Cc1nn(CC(=O)NCCCc2ccccc2)c(=O)c2cc3occc3n12
    4.4%	1.0	-17.2%	-12.1%	-1.1%	33.2%	-1.3%	0.6%	-4.1%
COc1cccc(N(C(=O)c2cnccn2)C(C(=O)NC2CCCCC2)c2ccc(Cl)cc2)c1 (centres undefined)
    12.6%[59 µM]	-0.5	-6.4%	i	-11.2%	48.5%[activator]	-14.3%	?	5.0%
COC(=O)c1ccc(CSCC(=O)Nc2cc(OC)cc(OC)c2)o1
    -30.7%	0.2	9.1%	-5.4%	2.3%	59.2%[activator]	?	4.7%	3.5%
COC(=O)C(C(=O)OC)C(CC(=O)c1ccc(C)cc1)c1cc(OC)c(OC)c(OC)c1 (centres undefined)
    20.2%	2.5	-16.8%	-0.9%	-0.3%	26.6%	-17.1%	-3.0%	-6.0%
CCN(CC)Cc1c(O)ccc2occ(C(=O)c3ccccc3)c12
    -8.0%	4.9	-24.9%	7.8%	24.8%	47.9%[activator]	-14.3%	4.1%	-5.6%
Cc1cccc(-n2c(-c3ccc(Br)o3)n[nH]c2=S)c1
    .	-15.8	.	-6.3%	-3.5%	21.9%	79.4µM*	0.3%	-1.5%
CCN(CC)CCNC(=O)c1ccc(NC(=O)c2ccc3c(c2)CCC3)cc1
    42.2%[2.33 µM]	0.8	13.9%	.	-6.7%	2.4%	-20.1%	3.5%	4.6%
Cc1nnc(SCCn2c(N3CCC(Cc4ccccc4)CC3)nc3c2c(=O)[nH]c(=O)n3C)s1
    -44.3%[12.7 µM]	-4.3	?	-0.6%	45.7%[activator]	8.7%	-21.7%	-5.7%	1.7%
Cc1cccc2c1-c1sc(C(=O)Nc3ccccc3N3CCN(C)CC3)cc1CO2
    .	1.1	44.7µM*	-2.3%	-7.5%	-6.7%	?	2.6%	-7.1%
COc1ccc(-c2noc(CN(C)C(=O)c3ccoc3C)n2)cc1OC
    2.8%	-1.2	-1.2%	-2.8%	-10.2%	-8.9%	-12.6%	-1.2%	2.2%
CC(OC(=O)CCSc1ccccc1)C(=O)Nc1ccc(S(N)(=O)=O)cc1 (centres undefined)
    3.4%[59 µM]	-2.8	12.3%	-6.4%	-4.3%	-6.6%	-18.4%	-17.8%	17.6%
CN(C(=O)c1cccc(Cl)c1)C1CCCN(Cc2ccccc2F)C1 (centres undefined)
    15.8%	-2.5	-0.7%	-9.1%	-1.5%	18.5%	-1.6%	0.2%	9.7%

Next part (2 carried over from the part before).
Values run as follows: G9a inh	PI4K2A inh	BAZ2B inh	PGK inhibitor	GLS inh	HP1b binding inh	JMJD2A Tudor	Pin1 inh	ERG-DNA inh
CC(OC(=O)CCSc1ccccc1)C(=O)Nc1ccc(S(N)(=O)=O)cc1 (centres undefined)
    3.4%[59 µM]	-2.8	12.3%	-6.4%	-4.3%	-6.6%	-18.4%	-17.8%	17.6%
CN(C(=O)c1cccc(Cl)c1)C1CCCN(Cc2ccccc2F)C1 (centres undefined)
    15.8%	-2.5	-0.7%	-9.1%	-1.5%	18.5%	-1.6%	0.2%	9.7%
O=C(N/N=C/c1ccc2c(c1)OCO2)c1cccs1
    7.4%	-7.2	-0.6%	-19.0%	9.1%	20.2%	-13.2%	-1.5%	4.9%
CC(OC(=O)c1ccco1)C(=O)NCc1ccc2c(c1)OCO2 (centres undefined)
    3.2%	-3.4	-9.7%	4.1%	3.9%	21.1%	-0.8%	-5.5%	-6.4%
CCC(Sc1ncnc2c1c(-c1ccccc1)cn2-c1ccc(OC)cc1)C(=O)OC (centres undefined)
    22.0%	-4.7	11.1%	i	0.0%	38.6%[activator]	-8.6%	0.5%	0.8%
Cc1ccc(Nc2nc3ccc(Cl)cc3n3cnnc23)cc1F
    -0.1%	4.6	9.5%	-6.8%	-7.9%	36.4%	1.4%	0.9%	7.1%
COc1ccc(-c2nc(C#N)c(NC(C)c3ccccc3)o2)cc1OC (centres undefined)
    ?	6.8	?	7.3%	13.7%	-22.1%	?	18.2%	4.7%
CCN(C(=O)CSc1nnnn1-c1ccccc1)C1CCS(=O)(=O)C1 (centres undefined)
    14.3%	3.6	-10.2%	-9.3%	3.5%	33.2%[activator]	-8.7%	-6.5%	-8.8%
Cc1onc(-c2c(Cl)cccc2Cl)c1C(N)=S
    -33.7%	-2.4	-17.7%	i	-5.6%	43.5%[activator]	-14.6%	-3.7%	-8.0%
CCn1c(C(=O)N2CCCC(C(=O)NCCCOC)C2)cc2sccc21 (centres undefined)
    3.5%[59 µM]	1.2	-2.0%	-0.6%	-3.7%	27.4%	-17.5%	-0.3%	-2.6%
Cc1nnc2c(Nc3cccc(O)c3)nc3ccccc3n12
    -2.5%[59 µM]	-0.2	?	i	3.4%	31.0%	-32.5%	?	11.6%
O=C(NCc1ccccn1)Nc1ccc(Cl)cc1
    .	4.5	.	-1.1%	-0.5%	-14.1%	-18.9%	2.0%	0.5%

Structures above printed as active in BAZ2B inh.
Values run as follows: G9a inh	PI4K2A inh	BAZ2B inh	PGK inhibitor	GLS inh	HP1b binding inh	JMJD2A Tudor	Pin1 inh	ERG-DNA inh
Cc1cccc2c1-c1sc(C(=O)Nc3ccccc3N3CCN(C)CC3)cc1CO2
    .	1.1	44.7µM*	-2.3%	-7.5%	-6.7%	?	2.6%	-7.1%

(listing goes on)
Values run as follows: G9a inh	PI4K2A inh	BAZ2B inh	PGK inhibitor	GLS inh	HP1b binding inh	JMJD2A Tudor	Pin1 inh	ERG-DNA inh
COc1cc(/C=C/c2nc3ccccc3c(=O)[nH]2)cc(Cl)c1O
    ?	1.8	?	-9.9%	1.9%	26.1%	-3.9%	?	10.5%
O=Cc1c(NCc2ccc(F)cc2)c2ccccc2[nH]c1=O
    52.5%[activator]	8.1	-4.3%	-8.4%	-0.7%	24.3%	-15.9%	0.2%	-13.8%
N/C(=N\OC(=O)C(c1ccccc1)c1ccccc1)c1ccncc1
    .	-6.1	15.0%	-9.6%	14.0%	45.7%[activator]	-13.3%	-6.3%	0.1%
Cc1ccc(CNC(=O)C2CC(c3ccccc3C(F)(F)F)=NO2)o1 (centres undefined)
    .	-1.2	.	-3.8%	10.4%	15.1%	-22.5%	1.2%	11.8%
CCN1C(=O)N(C)C2(c3ccccc3)N(C)C(=O)N(C)C12c1ccccc1 (centres undefined)
    -15.1%[59 µM]	0.6	11.5%	-8.2%	-1.5%	25.4%	-7.1%	-1.2%	-12.3%
COc1ccc(CNC(=O)CC(c2ccc(OC)c(OC)c2)N2Cc3ccccc3C2=O)cc1 (centres undefined)
    14.6%[59 µM]	-2.2	0.8%	3.1%	-0.5%	26.9%	-21.4%	2.7%	-0.3%
O=C(NCc1ccc(Cl)cc1)c1cc(=O)nc2sc(-c3ccccc3)nn12
    -1.5%	2.4	14.0%	-3.8%	-1.9%	3.3%	-8.0%	-0.6%	-6.8%
O=C(Nc1ccc(F)c(Cl)c1)N1CCN2CCCCC2C1 (centres undefined)
    -29.7%[59 µM]	1.7	?	12.9%	10.1%	0.9%	-13.1%	-3.9%	-1.4%

Hits appear at their usual frequency; any-hit rate near 11%.
